bCat nuc transl: modulators of beta-catenin nuclear translocation, primary screen, imaging, HeLa cells, immunofluorescence, high-content; nuclear translocation activity, % at 5 µM; actives 0.3% (n = 190,000); AID 1665, 2009;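 active = nuclear translocation activity above 50% at 5 µM, with a well cell count of 50 or more; inconclusive = wells under 50 cells across six images, flagged as toxic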;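 also: per-cell ratio of nuclear to cytoplasmic median beta-catenin stain intensity; plate controls were DMSO negative control for no effect and GSK-3 inhibitor IX positive control for full effect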
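System: Human HeLa cells, endogenous beta-catenin | Compound dosing: 5 µM primary, 0.02–20 µM confirmation | Timing: 24 h compound exposure at 37°C, 5% CO2 | Measured by: Fluorescence imaging of beta-catenin antibody stain plus DAPI | Read-out basis: % activation of per-cell nuclear versus cytoplasmic median beta-catenin signal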
West Nile virus CPE: West Nile virus antiviral activity, cell-based, CPE readout (AID 1621). West Nile virus-infected cells, CPE inhibition; higher % means a stronger effect. actives 0.02% (n = 290,000). CPE inhibition, % at 10 µM; hits with a dose series show IC50 in µM; in the data active = a potency from the dose series; inconclusive = CPE inhibition mostly from about 3.7% at the one dose, without a potency; inactive = the rest, 99 in 100 with CPE inhibition below about 2.2%; also: strong numbers were not always called active
Insulin prom up: insulin promoter activators in MIN6 cells, imaging, high-content screening, mouse beta cells; actives 0.3% (n = 190,000); z-score at 5 µM; MIN6 insulin promoter-GFP reporter; stronger effect = higher value; AID 1625, 2009;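 active = z-score above 3 at 5 µM with at least 500 cells counted in the well; inconclusive = wells under 500 cells, flagged as cytotoxic or low count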
Lipid droplet: inhibitors of hepatocyte lipid droplet formation, primary screen, imaging, high-throughput imaging, BODIPY stain; AML12 mouse hepatocytes, oleate lipid droplets; inhibition, % at 6.5 µM; actives 0.4% (n = 240,000); AID 1656, 2009;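 active = lipid droplet intensity inhibited by at least 50%, with more than 500 cells counted; inconclusive = wells with under 300 cells, treated as cytotoxic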
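Material – mouse AML12 hepatocyte cell line, fixed after treatment · Compound dosing – one dose, 6.5 µM compound · Times – compound with oleate, overnight · Measured by – Image-based BODIPY and DAPI two-channel analysis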
Autophagy HCS: autophagy modulators in MEF cells, primary screen, imaging, high-content, MEF GFP-LC3; MEF GFP-LC3 puncta imaging; test concentration mostly 10 µM; calls only at 10 µM (by protocol); actives 0.98% (n = 190,000);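 active = percentage of spot-positive cells more than 3 SD above its plate mean, without a fluorescence outlier flag or 80% toxicity; inconclusive = no clear call, values can overlap the other calls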;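 also: spot-positive cell cutoff set from DMSO-treated cells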
Myeloid diff MLP: induction of myeloid progenitor differentiation, primary screen, cell-based, flow cytometry, MLPCN library; AID 624256, 2012; actives 1% (n = 360,000); calls only at 10 µM; ER-HoxA9 myeloid progenitors, lysozyme-GFP differentiation;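 active = normalized GFP-positive differentiation at or above the plate's own cutoff, the solvent-only control mean plus 3 SD; inconclusive = no clear call, values can overlap the other calls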;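 also: cells exposed to compound for four days before flow analysis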
T cell HTS: modulators of CD8 T cell-vesicle binding, primary screen, mouse 2C CD8+ T cells, flow cytometry; 2C CD8+ T cell-vesicle binding; stronger effect = lower value; AID 2052, 2009; actives 0.068% (n = 330,000); calls only at 7 µM;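 active = response, share of CD8 T cells binding vesicles, and their 90th percentile fluorescence all below set limits, cut at about 80% in these data, passing the limit was not always enough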
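Test system: purified 2C TCR transgenic mouse naive CD8+ T cells. Probe or stimulus: QL9-peptide-loaded Drosophila micro-vesicles bearing Ld, ICAM-1 and B7-1. Incubation: binding step 1.5 h, 37 °C, antibody labelling 20 min, ice. Measured by: flow cytometry of vesicle-bound cells.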
WT yeast gro inh: growth inhibition of WT strain, primary screen, mitochondrial fusion inhibitor project, WT and mutant strains, chemical genetic | mitochondrial fusion phenotypic screen | inhibition, % at 10 µM | actives 2.1% (n = 190,000); in the data active = inhibition above about 58%; tested in S. cerevisiae
MT stabilize HCS: microtubule stabilizers in HeLa cells, primary screen, imaging, high-content imaging | AID 2205, 2009 | actives 0.83% (n = 200,000) | % tubulin-high responders, % at 10 µM | HeLa tubulin immunostaining HCS, 24 h; share of cells brighter than vehicle mean+2SD;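 active = plate Z-score above 3 for both tubulin-high and condensed-nucleus cell shares, with cell loss under 80%, at 10 µM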;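 also: anti alpha tubulin signal scored within the nucleus-defined area of each cell; some results filed as inactive read as strong as hits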
WT yeast gro inh mutant strain: also measured in WT yeast gro inh; calls as there; inhibition, %; mitochondrial fusion phenotypic screen, mutant strain inhibition
Insulin prom up cell count: second read-out of Insulin prom up, no call of its own (marks repeat the call); cell count; measured here: cytotoxicity, nuclei count;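 total cells summed across four imaged fields per well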
Lipid droplet cells 6.5 µM: recorded beside Lipid droplet, whose call it bears; cell count; measured here: cell count, cytotoxicity flag;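 cells counted across two imaged fields per well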
bCat nuc transl cell count 5 µM: further read-out of bCat nuc transl, marked with its call; cell count; measured here: cell count, cytotoxicity flag
T cell HTS vesicle-bound %: second read-out of T cell HTS, no call of its own (marks repeat the call); double positive events, %; measured here: CD8+ vesicle-bound cell fraction;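 binding gate set so that unloaded-vesicle control wells show 10% double positive cells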
MT stabilize HCS Hoechst-high %: recorded beside MT stabilize HCS, whose call it bears; % Hoechst-high responders; measured here: nuclear condensation Hoechst responders;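 share of cells brighter than vehicle mean plus two SD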
MT stabilize HCS cytotoxicity %: further read-out of MT stabilize HCS, marked with its call; toxicity, %; measured here: cytotoxicity by cell density;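 0% = mean cell density of plate MIN control wells and 100% = no cells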
Autophagy HCS cell loss 18 h: further read-out of Autophagy HCS, marked with its call; toxicity, %; measured here: cell loss, nuclei count;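 cell loss after 18 h compound exposure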
Myeloid diff MLP GFP+ MAC1+ %: also measured in Myeloid diff MLP; calls as there; GFP+ MAC1+ double positive, %; measured here: differentiation confirmed by MAC1 staining
An asterisk follows results filed as active; i = inactive; ? = inconclusive; · = not tested or not shown; + = active, no number; & = joins results of further samples.

structure	bCat nuc transl	bCat nuc transl cell count 5 µM	West Nile virus CPE	Insulin prom up	Insulin prom up cell count	Lipid droplet	Lipid droplet cells 6.5 µM	Autophagy HCS	Autophagy HCS cell loss 18 h	Myeloid diff MLP	Myeloid diff MLP GFP+ MAC1+ %	T cell HTS	T cell HTS vesicle-bound %	WT yeast gro inh	WT yeast gro inh mutant strain	MT stabilize HCS	MT stabilize HCS Hoechst-high %	MT stabilize HCS cytotoxicity %
Cc1onc(-c2c(Cl)cccc2Cl)c1C(=O)N=C(N)N1CCOCC1	1.5	1000	-0.3%	0.71	1356	-20	606	·	·	i	0.0	i	56	·	·	·	·	·
CCNS(=O)(=O)c1ccc(NC(=O)c2cncc(Br)c2)cc1	1.0	958	-0.9%	-0.12	1445	-1	617	i	3	i	0.9	i	32	-8	-14	2.1	4.2	0.8
CC(C)CCn1nnnc1CN1CCN(c2ccc(F)cc2)CC1	-0.8	1034	0.0%	-0.66	1478	-24	731	i	29	i	0.5	i	29	4	-10	1.5	2.2	8.4
O=C1CN2CCC1C/C2=C\c1ccnc2c(Cl)cccc12 (stereo unspecified)	0.5	1322	-0.8%	-0.14	1142	-2	821	·	·	i	0.8	i	43	·	·	·	·	·
N#CC(=C1CCCC1)c1nc(-c2cc3ccccc3oc2=O)cs1	-0.5	895	0.3%	0.17	1195	·	·	i	-25	i	4.1	i	21	0	-4	3.4	2.6	4.0
Cc1cc(-c2onc(C)c2C(=O)Oc2ccc(Cl)cc2)no1	-4.8	1164	0.1%	·	·	-1	698	·	·	i	0.3	i	26	·	·	·	·	·
CS(=O)(=O)N1CCN(C(=S)NCc2ccc(Cl)cc2)CC1	0.0	1089	0.3%	·	·	-17	721	i	-5	i	0.4	i	53	6	3	3.3	2.0	7.5
COc1ccc(CNC(=O)C23CC4CC(CC(Br)(C4)C2)C3)cc1	·	·	-0.6%	·	·	2	684	·	·	?	·	i	29	·	·	·	·	·
Cc1cccn2c(N)c(-c3ccccc3)nc12	·	·	-0.5%	·	·	·	·	i	-14	i	0.5	i	13	7	11	2.1	1.7	13
COc1ccc(OC)c(S(=O)(=O)N2CCC(C(=O)NCCc3ccccc3)CC2)c1	0.2	1403	-0.2%	0.76	1462	·	·	i	1	i	2.2	i	63	17	-2	2.9	1.8	2.7
CCOC(=O)N1CCN(CCC(=O)Nc2cccc(Br)c2)CC1	-1.1	774	-0.9%&0.0%	0.06&0.05	956&961	·	·	i	-4&-14	i	0.4&0.7	i	52&54	-6&5	7&18	4.8&3.1	3.5&3.0	7.2&3.7
O=C(NCc1ccc(Cl)cc1)c1noc2c1CCCC2	0.6	931	-1.1%	0.97	1200	-2	776	i	-10	i	5.6	i	12	21	28	3.1	3.8	7.8
Cc1ccc(S(=O)(=O)c2cc(OC(=O)c3ccco3)ccc2OC(=O)c2ccco2)cc1	5.2	1090	0.2%	-0.22	1345	15	699	i	-4	i	0.6	i	45	-4	4	1.9	2.3	1.7
CCOC(=O)c1cn(-c2ccc([N+](=O)[O-])cc2)c2cc(Cl)c([N+](=O)[O-])cc2c1=O	-5.4	1075	-0.3%	-0.06	1272	11	587	i	18	+	2.0*	i	40	9	4	1.8	2.3	5.0
Cc1cccc2nc(-c3ccccc3)nc(N[C@@H](CO)c3ccccc3)c12	-0.1	921	-0.7%	·	·	-42	502	i	-2	i	1.3	i	53	66*	40*	2.0	3.1	10
CC(=O)N1CCN(CC(=O)Nc2ccc(Cl)c(S(=O)(=O)N(C)C)c2)CC1	-1.7	1114	?	0.33	1369	-3	643	i	4	i	0.2	i	53	-4	2	2.1	3.9	6.0
CC1CSc2n(-c3cccc(C(F)(F)F)c3)cc(-c3ccccc3)[n+]21 (stereo unspecified)	-2.5	1087	?	-1.9	617	-4	710	i	10	i	0.0	i	45	-2	16	4.9	2.2	10
CNC(=S)SCCOc1ccc(C)cc1	-1.2	1094	0.4%	-0.21	1305	-14	624	i	-4	i	0.4	i	40	4	0	1.7	4.0	8.0
CC(=O)NC(NC(=S)N1CCCCCC1)C(Cl)(Cl)Cl (stereo unspecified)	-5.7	1117	-0.2%	0.34	1582	18	668	i	-18	i	0.2	i	48	1	-5	6.8	1.2	3.9
CC(C)(C)OC(=O)N1CSC[C@H]1C(=O)NC[C@H](CC(=O)O)c1ccc(Cl)cc1	·	·	0.1%	·	·	2	664	·	·	i	0.9	i	33	·	·	·	·	·
NS(=O)(=O)c1ccc(N/C=C\C(=O)c2cccc3ccccc23)cc1	-1.8	879	-1.1%	-0.26	1276	-2	600	i	2	i	0.3	i	45	6	5	2.8	2.6	5.3
CCCOc1ccc(-c2csc(N)n2)cc1[N+](=O)[O-]	10	681	-0.5%	-0.57	1441	1	665	i	4	i	0.8	i	14	76*	75*	9.1	4.9	1.5
Cc1c(C(=O)c2ccc(Cl)c([N+](=O)[O-])c2)c2ccccn2c1CCC#N	-0.4	999	0.3%	·	·	10	658	i	-18	i	2.2	i	52	15	20	3.3	4.0	7.2
N#CC1=C(N)SC(N)=C(C#N)C1Cc1ccccc1	1.5	1091	0.1%	0.76	991	·	·	i	27	i	9.1	i	7	14	21	35	14	54
CC(=O)Nc1ccc(NC(=O)Cn2nc([N+](=O)[O-])c(Br)c2C)cc1	-3.7	1017	0.0%	0.52	1247	2	671	i	-9	i	0.8	i	8	4	10	4.6	0.8	8.8
COc1cccc(C(=O)n2c(SC)nc3cc4c(cc32)OCCO4)c1	-1.5	1351	-0.7%	-0.07	1506	·	·	i	-26	i	3.7	i	60	-1	-8	1.8	1.6	5.3
CCn1c(CCC(=O)Nc2nc3c(s2)CCCC3)nc2cc(S(=O)(=O)N(C)C)ccc21	·	·	0.2%	·	·	-5	599	i	-4	i	0.7	i	23	-10	-4	3.9	2.5	10
Cc1ccc(CS(=O)Cc2ccc(C(=O)N3CCN(c4ccc(F)cc4)CC3)o2)cc1 (stereo unspecified)	·	·	-0.4%	·	·	-8	658	·	·	i	0.9	i	12	·	·	·	·	·
COc1ccc(OC)c(CCNC(=O)CC2Oc3ccc(C)cc3NC2=O)c1 (stereo unspecified)	·	·	-0.4%	0.81	1061	·	·	i	1	i	1.2	·	·	0	-3	4.1	2.9	4.8
CN(CC(=O)NCCc1ccc(S(N)(=O)=O)cc1)S(=O)(=O)/C=C/c1ccccc1	·	·	0.3%	·	·	16	792	·	·	i	0.7	i	11	·	·	·	·	·
O=C(Nc1ccc(F)cc1)c1ccc2c(=O)n(CC3CCCO3)c(=S)[nH]c2c1 (stereo unspecified)	·	·	-1.1%	·	·	14	747	·	·	?	·	i	30	·	·	·	·	·
Cc1ccc2nc(N(CCN(C)C)C(=O)/C=C/c3cccs3)sc2c1	·	·	-0.7%	0.08	1335	2	628	i	4	i	0.0	i	0	30	33	2.8	2.5	7.7
COc1ccc(OCCCC(=O)NCC(C)C)cc1	0.8	1018	0.2%	·	·	5	766	i	1	i	0.6	i	35	11	28	1.3	0.8	6.1

Single records, as listed above. Screens in order: bCat nuc transl | bCat nuc transl cell count 5 µM | West Nile virus CPE | Insulin prom up | Insulin prom up cell count | Lipid droplet | Lipid droplet cells 6.5 µM | Autophagy HCS | Autophagy HCS cell loss 18 h | Myeloid diff MLP | Myeloid diff MLP GFP+ MAC1+ % | T cell HTS | T cell HTS vesicle-bound % | WT yeast gro inh | WT yeast gro inh mutant strain | MT stabilize HCS | MT stabilize HCS Hoechst-high % | MT stabilize HCS cytotoxicity %
Cc1cccn2c(N)c(-c3ccccc3)nc12 as listed: · | · | -0.5% | · | · | · | · | i | -14 | i | 0.5 | i | 13 | 7 | 11 | 2.1 | 1.7 | 13
COc1ccc(OC)c(CCNC(=O)CC2Oc3ccc(C)cc3NC2=O)c1 (stereo unspecified) as listed: · | · | -0.4% | 0.81 | 1061 | · | · | i | 1 | i | 1.2 | · | · | 0 | -3 | 4.1 | 2.9 | 4.8

Assay outcomes (PubChem)
